Screens deposited in PubChem BioAssay by The Scripps Research Institute Molecular Screening Center.
MITF inh: human MITF inhibition, primary screen. O75030. AlphaScreen MITF homodimerization, bead proximity signal. inhibition, % at 2.6 µM. 650,000 tested, 0.91% active; in the data active means inhibition above about 50%;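 further: 0% = vehicle wells with protein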
FBW7 activator: activators of human E3 ligase FBW7. normalized activity (activation), % at 26.1 µM. AID 1259310. 650,000 tested, 0.13% active. AlphaScreen FBW7–phospho-cyclin E peptide binding, activator screen; in the data active means normalized activity above about 1.9%;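 further: purified mutant Fbw7 with reduced substrate affinity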
Target sequence (Q969H0 whole entry, looked up): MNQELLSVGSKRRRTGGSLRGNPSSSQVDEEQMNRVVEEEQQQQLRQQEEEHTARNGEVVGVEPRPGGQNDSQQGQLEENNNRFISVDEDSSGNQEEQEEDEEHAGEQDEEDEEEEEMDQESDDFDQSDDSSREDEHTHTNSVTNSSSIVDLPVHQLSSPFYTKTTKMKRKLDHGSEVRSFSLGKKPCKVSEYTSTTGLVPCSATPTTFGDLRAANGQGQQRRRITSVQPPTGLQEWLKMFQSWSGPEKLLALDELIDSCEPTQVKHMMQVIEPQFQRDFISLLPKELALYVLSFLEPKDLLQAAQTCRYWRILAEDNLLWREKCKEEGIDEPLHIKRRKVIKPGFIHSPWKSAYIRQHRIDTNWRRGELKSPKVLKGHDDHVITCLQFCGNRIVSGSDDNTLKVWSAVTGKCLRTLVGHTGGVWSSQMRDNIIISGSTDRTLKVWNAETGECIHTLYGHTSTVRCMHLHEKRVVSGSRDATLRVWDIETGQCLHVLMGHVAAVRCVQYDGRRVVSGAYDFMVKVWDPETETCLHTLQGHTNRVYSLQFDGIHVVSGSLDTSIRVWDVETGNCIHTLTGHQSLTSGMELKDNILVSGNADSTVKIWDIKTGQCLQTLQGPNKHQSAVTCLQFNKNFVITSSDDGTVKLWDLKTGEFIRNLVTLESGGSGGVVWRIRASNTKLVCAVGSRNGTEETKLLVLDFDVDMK
GPR151 activ: human GPR151 activation; 650,000 tested, 1% active; Q8TDV0; activation, % at 11.2 µM; PathHunter beta-arrestin GPR151 cells, luminescence; in the data active means activation above about 4.9%;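 further: 0% = median of compound wells and 100% = cells with positive control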
TEAD-YAP inh: TEAD-YAP interaction inhibition; HEK-TIYL cells, TEAD-Gal4/YAP UAS-luciferase luminescence; inhibition, % at 9.12 µM; 640,000 tested, 1.4% active; AID 1259422; in the data active means inhibition above about 32%;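 further: 0% = median of test compound wells and 100% = reference inhibitor wells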
Numbers without * were called inactive; i = inactive.

SMILES	MITF inh	FBW7 activator	GPR151 activ	TEAD-YAP inh
CC(O)CCNC(=O)/C(=C/c1ccco1)NC(=O)c1ccccc1 (stereo not drawn)	12	0.6	-0.6	14
COc1ccc(C2=NN(C(=O)CCC(=O)O)C(c3cc4cccc(C)c4nc3Cl)C2)cc1 (stereo not drawn)	16	0.7	-0.3	-11
COc1cc(NC(=O)C(N)c2ccc(Cl)cc2)c(F)cc1-c1cn[nH]c1 (stereo not drawn)	15	0.3	-0.8	1
CN(C)CCCNc1nn2c(=O)c3ccccc3nc2c2ccccc12	4	0.1	2.4	-8
CSc1cccc(NC(=O)c2cc3c(=O)n(C)c4ccccc4c3n2C)c1	17	0.0	1.3	3
Cc1ccc(N=Cc2cccc(O)c2O)cc1F	-1	0.0	-0.7	5
Cc1cccc(C(=O)N2CCCC(C(=O)Nc3cccc(-c4ccc(F)cc4)c3)C2)n1 (stereo not drawn)	-12	0.0	-0.2	16
Cc1occc1C(=O)NNC(=S)Nc1ccc(Br)cc1Cl	8	0.1	-5.9	-53
Cc1nc(SCC(=O)NC2CC2)c2c(C)c(C)sc2n1	2	0.0	0.2	-3
Cc1cc(CN(C)C2CCN(c3ccc(C(=O)N4CCOCC4)cc3)CC2)on1	12	0.0	-0.3	-7
S=C(NCCN1CCOCC1)NNc1nc2ccccc2[nH]1	17	-0.3	1.5	-1
O=C(/C=C/c1cccc([N+](=O)[O-])c1)N1CCN(Cc2ccccc2)CC1	-14	0.0	0.0	-13
COCCNC(=O)CCCN(C)S(=O)(=O)c1ccc([N+](=O)[O-])cc1	11	0.2	-1.3	4
CC(=O)Nc1ccc(N=Nc2ccc(O)cc2)cc1	7	0.0	-1.7	56*
Cc1ccc(/C=C/c2ccc(N(C)C)cc2)[n+](C)c1	9	-0.5	0.7	70*
O=C(c1cnc2scc(-c3ccc(Cl)cc3)n2c1=O)N1CCC2(CC1)OCCO2	17	0.8	-1.5	-1
CC(=O)NC1=NC(=O)/C(=C/c2ccccc2OS(=O)(=O)c2ccc(C)cc2)S1	6	-0.1	4.8	3
Cc1ccccc1-c1nc(CSCC(=O)N2CCN(c3ccccn3)CC2)c(C)o1	6	-0.3	0.8	9
CCCCCCc1cc2cc(-c3nnc(-c4ccc(C)cc4)o3)c(=O)oc2cc1O	-7	-0.2	-0.5	-2
CCc1ccc(CN2CCC(C3(Cc4cccc(OC)c4)NC(=O)N(C)C3=O)CC2)o1 (stereo not drawn)	-12	0.0	-0.2	-4
Cc1cc(NCCO)nc(-c2cccc(N)c2)n1	9	0.1	0.0	-13
CN(C)C(CNC(=O)c1ccc(Cl)c(Cl)c1)c1ccsc1 (stereo not drawn)	6	-0.1	2.0	1
CCOC(=O)C(=CNc1ccc2ocnc2c1)C(=O)OCC	3	-0.1	0.3	-7
CCCCOC(=O)C(C)Oc1ccc2c(=O)c(Oc3cc(C)cc(C)c3)coc2c1 (stereo not drawn)	3	0.1	0.6	10
CN(Cc1ccc(F)cc1)c1ccc(OCC(=O)NCc2cn3cccnc3n2)nn1	3	0.1	-0.8	-9
COc1cc(C(=S)N2CCOCC2)ccc1OCC(=O)Nc1cccc(Cl)c1	9	-0.2	1.5	21
COc1ccc(NC(=O)c2oc3ccccc3c2NC(=O)COc2ccccc2)c(OC)c1	18	0.0	-0.3	2
COc1cccc(NC(=O)c2sc(-c3ccccc3)nc2C)c1	-4	0.1	-0.6	0
Cc1c(NC(=O)c2c([N+](=O)[O-])cnn2C)c(=O)n(-c2ccccc2)n1C	3	-0.1	-0.1	1
CCOc1ccccc1Cn1cccc1C=O	3	0.0	-1.8	-8
CCOc1ccc2nc(NC(=O)c3ccc(Cl)cc3[N+](=O)[O-])sc2c1	-6	-0.2	-0.8	-12
CNc1ncnc2c1C(c1cccc([N+](=O)[O-])c1)c1c(NC)ncnc1O2	1	0.1	0.2	-4
COc1c(Cl)ccc(Cl)c1C(=O)NC(=S)N1CCOCC1	12	-0.1	0.8	-3
Cc1ccc(N(CC(=O)Nc2cccnc2)S(=O)(=O)c2ccc(Cl)cc2)cc1	17	0.0	2.5	1
O=C(CCc1cnccn1)NCc1nc(NC2CCCC2)c2cc(Cl)ccc2n1	-3	0.0	-0.4	12
CCN(CC)c1nc(Nc2ccc(Cl)cc2)nc(OCC#N)n1	-6	0.4	0.1	-5
Cc1ccc2nc(-c3ccc(NC(=O)CN4CCN(CCN=CC5=C(O)CC(c6ccco6)CC5=O)CC4)cc3)sc2c1 (stereo not drawn)	1	-0.1	-0.1	13
O=C(COC(=O)Cc1ccc(Br)cc1)NCCN1C(=O)CSC1=O	-11	0.2	-1.3	6
O=C(Nc1nc2c(F)c(F)c(F)cc2s1)c1ccco1	5	-0.1	-0.6	-60
Cc1c(C(=O)Oc2ccc(C#N)cc2)sc2ncn(Cc3cccc(F)c3)c(=O)c12	-3	-0.1	3.2	-7
CCc1ccccc1NC(=O)CSC1=C(C#N)C(c2ccccc2)C(C(=O)Nc2ccccc2C)=C(C)N1 (stereo not drawn)	4	0.0	-0.1	-5
CCOC(=O)c1ccc(NC(=O)Oc2ccccc2)cc1	-2	-0.1	-1.1	-5
CCn1c2ccccc2n2c(=O)n(CC(=O)N3CCC(C)CC3)nc12	-7	0.0	-0.2	-8
COc1ccc(C2=CC(c3cccc(C)c3)n3ncnc3N2)cc1 (stereo not drawn)	1	-0.2	0.0	46*
COC(=O)c1ccc(Cl)cc1NS(=O)(=O)c1ccccc1C(=O)OC	6	0.1	1.6	8
O=C(O)CS(=O)c1ccccc1[N+](=O)[O-] (stereo not drawn)	-16	0.0	-0.8	5
CCN(CC)CCNC(=O)c1cc2c(=O)[nH]c3ccc(C)cc3c2s1	0	-0.1	2.0	-3
CCOc1ccc(C(=O)NCC(=O)OCC(=O)NC(N)=O)cc1OCC	8	0.2	-1.2	3
COc1cc(C(=O)Nc2cccc(C(C)=O)c2)cc(OC)c1OC	3	0.4	0.7	-1
CC(c1cccnc1)N(C(=O)Nc1ccccc1)C1CCCCC1 (stereo not drawn)	1	0.0	-0.5	-5
O=C(CSc1ccc(-c2ccccc2)nn1)NCc1ccco1	-8	0.7	-2.0	-5
Cc1ccn2c(C(=O)NC3CCC3)c(C)nc2c1	5	0.2	1.2	-20
Cc1ccccc1C1=N/C(=C/c2ccc(OS(C)(=O)=O)cc2)C(=O)O1	-5	-0.4	2.9	-1
COc1cc2c(cc1OC)C(c1ccc(O)cc1)N(C(=O)CCC1(C)CCC(=O)N1)CC2 (stereo not drawn)	7	0.2	0.3	5
Cc1[nH]c2ccccc2c1C(=O)CCC(=O)O	5	-0.1	0.2	8
COCCOC(=O)C1=C(C)NC(C)=C(C(=O)OCCOC)C1c1ccc(-c2cccc([N+](=O)[O-])c2)o1	-4	-0.2	-1.2	-6
CCN1C(=O)C2(C(C#N)=C(N)Oc3[nH]c(=O)[nH]c(=O)c32)c2ccccc21 (stereo not drawn)	i	-0.1	-0.3	0
COc1cccc(NC(=O)CSc2nnc(Cn3cnc([N+](=O)[O-])n3)n2C)c1	14	0.0	0.2	8
Cc1ccc(N=Cc2nc(-c3ccc(Cl)cc3)oc2O)cc1Cl	2	0.2	0.1	4
Cc1ccc(/C(O)=C2/C(=O)C(=O)N(CCC(=O)O)C2c2ccc(Cl)cc2)cc1 (stereo not drawn)	1	-0.1	-1.3	3

A different layout for part of the listing above.
Compound | MITF inh | FBW7 activator | GPR151 activ | TEAD-YAP inh
Cc1ccn2c(C(=O)NC3CCC3)c(C)nc2c1 | 5 | 0.2 | 1.2 | -20
Cc1ccccc1C1=N/C(=C/c2ccc(OS(C)(=O)=O)cc2)C(=O)O1 | -5 | -0.4 | 2.9 | -1
COc1cc2c(cc1OC)C(c1ccc(O)cc1)N(C(=O)CCC1(C)CCC(=O)N1)CC2 (stereo not drawn) | 7 | 0.2 | 0.3 | 5
Cc1[nH]c2ccccc2c1C(=O)CCC(=O)O | 5 | -0.1 | 0.2 | 8

The list goes on:
SMILES	MITF inh	FBW7 activator	GPR151 activ	TEAD-YAP inh
N#Cc1c2c(c(NCc3cccnc3)n3c1nc1ccccc13)CCC2	-7	-0.2	-1.1	8
CCCNC(=O)c1c[nH]c2ccc(S(=O)(=O)N(C)c3ccc(C)c(C)c3)cc2c1=O	2	-0.2	0.8	1
CCc1cccc(CC)c1NC(=O)CSc1nc2ccc(N)cc2s1	24	0.7	0.1	5
COc1cc(-c2cn[nH]c2)cc2c(=O)[nH]c(Cc3cccc(NC(=O)C(C)C)c3)nc12	10	0.9	0.1	-5
COc1cc2c(cc1/C=C1\SC(=O)N(CC(=O)N3CCOCC3)C1=O)OCO2	7	0.0	2.9	9
O=C1CCCC/C1=C/Nc1cccc(C(F)(F)F)c1	15	0.0	-0.8	2
COC(=O)N/N=C/c1ccc(C(C)(C)C)cc1	16	0.3	-0.6	-27
CCCCCn1c(=O)[nH]c2cc(C(=O)NC3CCC(C)CC3)ccc2c1=O (stereo not drawn)	14	0.0	0.4	10
COC(=O)C(Cc1ccccc1)NS(=O)(=O)c1ccc2ccccc2c1 (stereo not drawn)	-16	0.1	-1.4	-2
Cc1ccc2cc(CN(CCO)C(=O)C(F)(F)F)c(=O)[nH]c2c1C	6	-0.1	-0.2	1
CCn1cnc2sc(C(=O)Nc3ccc(Oc4ccc(Cl)cc4)cc3)c(C)c2c1=O	-9	0.0	-0.8	-9
COc1ccc2c(c1)c(=O)oc1cc(OC(C)C)ccc12	-7	0.1	0.9	-65
Cc1cncc2cccc(NC3CCN(C(=O)C(O)c4ccc(F)cc4F)CC3)c12 (stereo not drawn)	9	-0.1	1.9	13
CS(=O)(=O)NCC(c1ccco1)N1CCc2ccccc2C1 (stereo not drawn)	10	0.2	-0.3	1
CCc1nc2ccccc2c(NC(=O)CNC(C)(C)CC(C)(C)C)c1C	70*	-0.1	0.5	1
COCCn1c(=NC(=O)CN2C(=O)c3ccccc3C2=O)sc2cc(OC)ccc21	-7	0.0	1.8	0
O=C(c1cc(-c2ccc(O)cc2)on1)N1CCN(c2ccccc2)CC1	-7	-0.1	-0.5	-2
CCOc1ccc(C(=O)Nc2ccc(Nc3ccc(-n4ccc(C)n4)nn3)cc2)cc1OCC	8	0.0	0.6	-19
COc1cc(/C=N/N=C2\NC(=O)C(CC(=O)O)S2)ccc1OC(=O)c1cccc(F)c1 (stereo not drawn)	7	0.2	-1.0	-23
c1ccc2c(Cc3nc4c5ccccc5ncn4n3)cccc2c1	-1	-0.1	2.7	7

An excerpt from above in order of molar mass, falling:
SMILES	MITF inh	FBW7 activator	GPR151 activ	TEAD-YAP inh
CN(Cc1ccc(F)cc1)c1ccc(OCC(=O)NCc2cn3cccnc3n2)nn1	3	0.1	-0.8	-9
Cc1ccc(N=Cc2nc(-c3ccc(Cl)cc3)oc2O)cc1Cl	2	0.2	0.1	4
CN(C)C(CNC(=O)c1ccc(Cl)c(Cl)c1)c1ccsc1 (stereo not drawn)	6	-0.1	2.0	1
CC(O)CCNC(=O)/C(=C/c1ccco1)NC(=O)c1ccccc1 (stereo not drawn)	12	0.6	-0.6	14

(continued)
SMILES	MITF inh	FBW7 activator	GPR151 activ	TEAD-YAP inh
O=C(COc1cccc(C(F)(F)F)c1)NNC(=O)C1CC1	7	0.0	-0.8	5
Cc1cc(N2C(=O)c3ccc(C(=O)N4CCCCCC4)cc3C2=O)no1	14	0.6	-0.5	-4
O=C(CN1CCOCC1)OCCCN=C1NS(=O)(=O)c2ccccc21	6	0.0	-0.3	3
O=C1OC(c2ccccc2[N+](=O)[O-])=N/C1=C\c1ccco1	-4	0.1	2.7	-1
O=C(CCc1ccccc1)N/N=C/c1ccccc1[N+](=O)[O-]	8	-0.1	0.7	-8
CCOC(=O)c1c(NC(=O)c2ccccc2F)sc(C(=O)Nc2cccc(Cl)c2)c1C	14	0.3	4.3	2
COc1ccc(N2C(=O)C3ON(C4SC(=S)N(C)C4(C)C)C(c4cccc([N+](=O)[O-])c4)C3C2=O)cc1 (stereo not drawn)	16	0.1	0.0	14
CC(NC(=O)c1cccc([N+](=O)[O-])c1)c1ccc(Br)cc1 (stereo not drawn)	-9	0.1	-0.3	6
Cc1cccc(/C=c2\sc3nc4ccccc4n3c2=O)n1	21	0.0	0.2	-30
C=CCCCCCCCCCCCc1ccco1	10	0.4	1.8	5
NNC(=O)CCS(=O)(=O)c1ccc2ccccc2c1	0	-0.2	-0.5	2
Cc1cc(C)n(C(=O)CNc2cccc(Cl)c2C)n1	-4	-0.1	0.1	4
CCCn1c2c(c(=O)n(C)c1=O)C(c1ccc(Cl)cc1)C1=C(COC1=O)N2 (stereo not drawn)	2	0.0	0.1	6
CC(Cl)c1nnc(-c2cccc(Cl)c2)o1 (stereo not drawn)	8	0.5	-2.0	-7
c1ccc(-c2noc(CN3CCN(C4CCCC4)CC3)n2)nc1	-4	-0.1	2.4	3
Cc1c(C(=O)NCc2ccco2)sc2ncnc(N3CCCCC3C)c12 (stereo not drawn)	8	0.0	-0.5	-14
O=C(NC1CC1)c1cccc(-n2ccc3ccccc32)c1	-2	0.1	0.1	-15
CN(C)c1ccc(C2N(Cc3ccccc3)CCN2Cc2ccccc2)cc1	-11	0.0	0.5	5
